Screening data deposited in PubChem BioAssay by several laboratories.
MRP1 act: MRP-1 activation | viability increase, % at 10 µM | H69AR cells + doxorubicin, viability rescue, CellTiter-Glo | hit rate 0.61% among 140,000;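 active = viability gain under doxorubicin at or above a set limit, the compound median plus 3 SD, cut at about 4.7% in these data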;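 also: MRP-1 overexpressing cells given doxorubicin 25 µM after compound pretreatment; 18-22 h compound pretreatment then 72 h with doxorubicin before readout; 0% = doxorubicin-only wells and 100% = vehicle-treated cells without doxorubicin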
E-sel TNF inh: TNF alpha driven E-selectin expression inhibition; HUVEC TNFa-induced E-selectin immunofluorescence, high content; inhibition, % at 2 µM; hit rate 0.71% among 120,000;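 active = inhibition above the batch mean plus 3 SD, and confirmed as a hit on visual image review, cut at about 43% in these data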;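 also: 0% = TNF-stimulated DMSO wells and 100% = unstimulated control wells; not every result past the cut was called active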
Measles CPE: protection of cells from measles virus | protection (pct of control), % at 4 µM | Measles virus-infected cells, CPE protection, absorbance | hit rate 1.5% among 140,000; in the data active = protection mostly above about 24%, no sharp cut-off; inactive = mostly below about 26%; also: some compounds called inactive have numbers as strong as hits
NPY Y2 blocker: blocks the human neuropeptide Y Y2 receptor; NPY-Y2 expressing cells, antagonist mode; hit rate 0.99% among 140,000; inhibition, % at 2.7 µM; in the data active = inhibition above about 17%;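 also: 0% = vehicle with agonist challenge and 100% = reference antagonist with challenge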
Target sequence (P49146 whole entry, looked up): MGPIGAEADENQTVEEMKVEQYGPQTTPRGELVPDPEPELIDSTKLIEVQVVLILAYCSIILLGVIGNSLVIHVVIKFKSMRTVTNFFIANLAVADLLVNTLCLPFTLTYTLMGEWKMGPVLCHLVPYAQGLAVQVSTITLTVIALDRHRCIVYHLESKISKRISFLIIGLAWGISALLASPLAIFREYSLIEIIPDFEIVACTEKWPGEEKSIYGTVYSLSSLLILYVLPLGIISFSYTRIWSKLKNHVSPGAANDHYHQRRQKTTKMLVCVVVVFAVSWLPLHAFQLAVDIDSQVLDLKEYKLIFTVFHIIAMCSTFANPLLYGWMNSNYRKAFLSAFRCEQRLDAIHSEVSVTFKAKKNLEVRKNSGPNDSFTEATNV
PTEN del growth: PTEN-deleted cell growth suppression; hit rate 1.2% among 140,000; AID 827; HCT116 PTEN-null viability, CellTiter-Glo, 60 h; hits give low values; viability, % at 10 µM;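 active = viability at or below a set limit, 4 SD under the median of all tested compounds, cut at about 3.7% in these data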;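 also: PTEN knockout HCT116 line with beta catenin targeted HCT116 as companion control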
Phagocytosis inh: macrophage phagocytosis inhibition; J774A.1 macrophage IgG-bead phagocytosis, imaging; AID 1029; inhibition, % at 5 µM; hit rate 0.07% among 110,000;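 active = inhibition above the mean of the plate negative controls plus 5 SD, cut at about 13% in these data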;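 also: phagocytic index as fraction of beads internalized from green versus red external bead signal; plate controls were DMSO negative control for no effect and cytochalasin-D positive control for full effect; some results beyond the cut were filed as inactive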
HCT116 bCat-KO: beta-catenin-lacking colon tumor cell growth suppression | HCT116 beta-catenin knockout viability, CellTiter-Glo, 60 h; hits give low values | viability, % at 10 µM | hit rate 1.5% among 140,000;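 active = viability at or under a set limit, the compound median less 4 SD, cut at about 6% in these data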;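 also: 0% = Hyamine 1622 control at 20 µM and 100% = untreated cell control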
Yeast growth inh: yeast BB579 growth reduction in restrictive medium; S. cerevisiae BB579 growth, OD615, 48 h; inhibition, % at 10 µM; hit rate 0.51% among 140,000;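 active = inhibition above a set limit, 3 SD over the mean compound inhibition, cut at about 44% in these data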; also: inactives centre near -24
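Assay system: S. cerevisiae DeaD strain BB579 yeast. Medium: CSMM-D restrictive synthetic medium containing dextrose (glucose). Times: 4 h cell preincubation, 48 h compound exposure, 30 °C humidified. Signal: OD615 turbidity measurement. Benchmarks: positive control amphotericin B 10 µg/mL.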
GALR2 blocker: GALR2 (human) receptor antagonism; O43603; GALR2-expressing cells, antagonist mode; inhibition, % at 4 µM; hit rate 0.39% among 140,000; AID 828; in the data active = inhibition above about 27%;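 also: cells stimulated with galanin 1-16 at roughly its EC80; 0% = agonist challenge control and 100% = basal control without agonist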
Target sequence (O43603 whole entry, looked up): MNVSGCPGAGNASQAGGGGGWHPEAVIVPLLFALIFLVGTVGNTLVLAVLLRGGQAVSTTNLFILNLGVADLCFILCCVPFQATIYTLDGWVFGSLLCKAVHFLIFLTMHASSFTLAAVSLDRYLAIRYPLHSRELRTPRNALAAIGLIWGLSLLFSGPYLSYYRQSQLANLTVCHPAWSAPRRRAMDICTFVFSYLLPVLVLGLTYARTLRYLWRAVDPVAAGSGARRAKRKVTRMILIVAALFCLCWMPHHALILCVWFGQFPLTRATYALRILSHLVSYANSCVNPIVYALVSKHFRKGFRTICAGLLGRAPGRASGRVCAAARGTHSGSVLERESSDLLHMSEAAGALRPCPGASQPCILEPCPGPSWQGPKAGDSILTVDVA
Yeast life ext: extends the lifespan of yeast; hit rate 0.68% among 130,000; AID 775; inhibition of the nicotinamide effect, % at 10 µM; S. cerevisiae growth with nicotinamide, OD615; deaD strain in restrictive glucose medium;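 active = inhibition above a set limit, placed 3 SD over the median of all compounds, cut at about 26% in these data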;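 also: 0% = nicotinamide-treated wells and 100% = cells grown without nicotinamide; some compounds called inactive have numbers as strong as hits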
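Test system – modified budding yeast, DeaD strain · Compound – single dose 10 µM compound, 0.25% DMSO · Times – culture preincubation 4 h, compound exposure 48 h, both 30 °C · Detection – optical density (absorbance) at 615 nm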
* = called active by the depositor; . = no result given.

SMILES	MRP1 act	E-sel TNF inh	Measles CPE	NPY Y2 blocker	PTEN del growth	Phagocytosis inh	HCT116 bCat-KO	Yeast growth inh	GALR2 blocker	Yeast life ext
COc1ccc(N(C(=O)Nc2ccc(Cl)cc2)C2=NCCC2)cc1	-0.3	28.6	15.2	-1.4	103.7	-2.7	96.7	-12.0	10.8	-9.5
NC(=S)N=Nc1c(O)n(C2OC(=O)c3ccccc32)c2ccccc12 (stereo not given)	-0.8	17.8	11.2	9.0	98.7	-1.4	88.9	9.5	1.3	-4.0
CCOC(=O)N1CCN(S(=O)(=O)c2ccc(OCC)cc2)CC1	-4.5	.	11.4	-2.6	90.9	-1.5	83.3	-22.1	8.3	3.9
Cn1c(=O)[nH]c(=O)c2c1nc(Br)n2CCSc1ncccn1	-1.6	-19.5	4.7	2.4	93.4	.	105.3	-43.3	-3.5	-22.7
O=C1[C@@H]2[C@H](C(=O)N1Cc1cccnc1)[C@H]1C=C[C@@H]2C1	0.2	-1.7	5.2	6.0	93.2	0.9	97.3	10.8	-10.9	0.5
CC(O)Cn1c(=O)c2c(nc(Br)n2Cc2ccccc2)n(C)c1=O (stereo not given)	-1.3	10.6	13.3	1.6	88.5	.	81.6	-24.2	8.5	.
Cc1cc2cc(CNC(=O)C3CC3)ccc2n1C	1.4	.	12.0	1.9	107.6	-0.6	98.2	-32.6	0.3	-2.6
Cc1cccc(Nc2nc(N)c([N+](=O)[O-])c(N3CCOCC3)n2)c1	0.0	.	3.1	13.5	78.1	.	74.2	-40.4	-5.8	1.2
O=C(O)CCNS(=O)(=O)c1ccc2c(c1)Cc1ccccc1-2	-1.6	.	10.2	27.4*	92.3	.	96.8	-27.5	-1.1	-12.4
COc1cccc(-n2c(C)nnc2SCC(=O)Nc2ccccc2N2CCOCC2)c1	0.0	.	4.6	2.6	83.7	-1.7	102.6	-6.6	-2.7	-10.3
CCCCNC(=O)CCCn1c(=O)[nH]c2ccc(Br)cc2c1=O	-0.4	-88.0	10.2	-1.2	107.6	0.2	97.2	-44.2	6.6	-1.5
COc1cccc(NC(=O)C2CCCN(S(=O)(=O)c3cccc4cccnc34)C2)c1 (stereo not given)	-3.0	.	2.5	2.5	73.1	-0.3	64.3	-21.2	-0.4	-11.7
c1ccc2c(c1)ncn2CCN1CCCCC1	-1.2	-18.2	1.0	2.2	104.6	.	98.1	-10.2	4.6	.
Cc1ccc(NC(=O)NCCc2ccc(S(N)(=O)=O)cc2)cc1	-1.0	10.9	6.6	1.2	97.0	-0.1	90.0	-49.8	7.2	-9.0
CC(C)Cn1c(SCC(=O)N2CC(=O)Nc3ccccc32)nc2ccccc21	-2.4	.	5.3	3.1	93.6	.	93.0	-26.2	-2.9	4.4
O=C(O)CCC(=O)CCC(=O)c1ccc(Cl)cc1	-2.5	0.8	4.7	3.6	86.3	-2.0	86.0	3.2	-7.3	-18.7
COc1ccc(S(=O)(=O)N(CCc2ccccc2)CC(=O)O)cc1C	0.6	-33.1	13.8	9.9	91.0	-0.2	110.2	-1.4	4.4	-14.2
Cc1ccc(S(=O)(=O)Nc2ccc(-c3nnc(SCc4ccccc4Cl)o3)cc2)cc1	-2.9	17.8	21.9	1.2	76.0	16.2	79.3	-33.1	-4.2	-0.8
COC(=O)c1ccc(COc2cccc3c2CCN(Cc2ccccc2)C3=O)o1	1.2	17.1	7.7	4.8	94.8	-0.9	98.8	8.0	0.2	-6.1
CC(C)Cn1c(N)c(C(=O)NCc2cccs2)c2nc3ccccc3nc21	-6.2	2.4	5.2	6.8	11.6	.	28.2	-47.2	-4.6	-23.6
CC1CCC(C(C)C)C(OP(=O)(c2ccc(N(C)C)cc2)C(O)c2cccnc2)C1 (stereo not given)	-2.4	7.4	15.7	1.4	70.1	-3.3	64.1	-55.9	-5.1	-0.5
CN(C)CCCNc1c(C(=O)O)cnc2c1cnn2C	-1.1	2.7	6.4	1.8	98.1	.	93.7	-36.3	-3.2	-3.8
CC1=C/C(=N\OC(=O)/C=C/c2ccccc2)C(C)=CC1=O	-2.9	0.9	3.5	1.2	51.9	.	47.3	-0.1	1.9	3.0
Cc1cc(NS(=O)(=O)c2ccc(OCCNS(C)(=O)=O)cc2)no1	-2.1	0.2	22.6	1.1	94.4	-0.3	88.4	-26.6	-14.1	-4.4

Ordered by the number under NPY Y2 blocker (largest number first): three from the list above.
structure | NPY Y2 blocker
O=C(O)CCC(=O)CCC(=O)c1ccc(Cl)cc1 | 3.6
CC(C)Cn1c(SCC(=O)N2CC(=O)Nc3ccccc32)nc2ccccc21 | 3.1
CN(C)CCCNc1c(C(=O)O)cnc2c1cnn2C | 1.8

The list goes on:
SMILES	MRP1 act	E-sel TNF inh	Measles CPE	NPY Y2 blocker	PTEN del growth	Phagocytosis inh	HCT116 bCat-KO	Yeast growth inh	GALR2 blocker	Yeast life ext
N#CC1(C#N)C(c2ccccc2)OC23CCCCCC2C1(C#N)C(=N)O3 (stereo not given)	-4.0	.	15.8	7.8	89.1	-13.6	99.2	-27.9	0.1	-6.0
O=C(NC1CCCCCC1)c1cc(S(=O)(=O)N2CCOCC2)ccc1N1CCCCC1	-2.6	-53.7	.	8.6	67.0	0.3	70.9	-52.8	-0.2	-2.9
Cc1nn(CCOc2ccccc2)c(=O)n1-c1ccccc1	-1.9	32.7	10.2	1.7	88.7	.	86.8	-3.2	-7.9	-20.8
O=C(CN(c1ccc(F)cc1)S(=O)(=O)c1ccccc1)NCCSC1CCCCC1	-1.4	.	33.9	3.2	81.4	-13.6	85.5	-10.6	-3.5	1.0
CC(C)(C)c1cc(NC(=O)COC(=O)c2ccc3c(=O)n4c(nc3c2)CCC4)n(-c2ccccc2)n1	-0.6	.	11.6	1.9	110.9	-1.1	96.4	-5.6	-4.8	-12.4
CC1=NN(C(=O)c2ccccc2-n2cccc2)C(O)(C(F)(F)F)C1 (stereo not given)	-0.8	.	24.4	0.9	87.6	-5.0	78.8	-11.2	-1.7	1.1
Cc1ccc(NC(=O)CCC(=O)NNS(=O)(=O)c2ccccc2)c(C)c1	-3.9	-21.4	19.6	3.9	77.4	.	78.9	10.8	-3.3	-20.4
COc1ccc(C2c3c4c(n(C)c3CCN2C)CCN(C)C4c2ccc(OC)cc2)cc1 (stereo not given)	-0.7	0.1	8.1	5.4	71.0	1.0	60.6	-73.1	10.3	6.2
CCOC(=O)N1CCC(NC(=O)C2CCCN(S(=O)(=O)c3ccc4c(c3)oc(=O)n4C)C2)CC1 (stereo not given)	-1.2	-2.8	6.9	1.9	102.1	-0.9	93.3	-6.5	-5.7	-3.5
CCCC(=O)NCCc1ccc(S(N)(=O)=O)cc1	-2.1	14.6	18.1	-3.8	96.3	0.1	96.6	-28.1	4.3	11.2
Cc1ccc2c(NC(=O)C3CC3)c(C)ccc2n1	1.1	-0.4	8.5	0.6	99.2	-0.6	102.8	-55.1	-13.4	2.7
CCOCN(C(=O)Cn1c(COC)nc2ccccc21)c1c(C)cccc1CC	-0.9	1.9	2.7	6.0	86.3	.	92.5	-90.5	-8.3	14.1
C/C(=N\NC(=O)c1cc(-c2cccnc2)nc2ccccc12)c1ccccc1O	-1.2	24.4	6.0	10.0	4.5	-10.9	6.2	-41.0	24.2	-6.2
O=C(CN(C(=O)c1cc2c(s1)CCC2)C1CCCC1)NCc1cccs1	-3.2	-3.3	10.5	11.4	44.1	-0.7	48.6	-53.9	4.8	-25.7
O=C(COC(=O)CCC(=O)c1ccc2c(c1)OCCO2)NCc1ccc2c(c1)OCO2	-1.2	-19.1	12.5	6.6	96.6	0.1	100.9	-27.1	1.2	-0.3
Nc1nnnn1NCc1cccc(OCc2ccccc2)c1	0.1	-39.2	36.5	0.7	95.3	1.0	82.0	0.0	6.3	-12.2
CCN(CC)CCOCCOc1ccccc1F	0.6	5.5	7.2	1.0	103.0	0.6	90.0	-56.0	-14.7	-9.2
O=C(O)c1cc2ccccc2n1-c1ccccc1	-0.9	.	23.2	6.7	109.9	-1.9	99.7	2.0	2.9	-0.4
Cc1ccccc1N(CC(=O)NCc1ccncc1)S(C)(=O)=O	-1.0	.	9.5	-0.4	101.2	.	103.3	-11.8	3.8	-3.4
FC(F)(F)c1cc(-c2ccccc2)nc(-n2cncn2)n1	-1.9	-2.3	15.1	1.6	90.4	-0.3	87.9	-5.8	2.0	-25.6
CCOc1ccc(/C=C/[N+](=O)[O-])c2ccccc12	-5.2	-2.6	1.4	27.4*	1.8*	.	2.0*	56.5*	5.3	-2.5
CCN(CC)CCN(Cc1cc2cc(C)ccc2[nH]c1=O)C(=O)Nc1ccccc1OC	-1.5	-47.6	14.8	4.5	54.3	-1.1	52.5	-8.6	7.4	-8.7
CC/C(=N/N=C(\CC)c1ccccc1)c1ccccc1	-0.8	.	2.9	1.9	97.5	-3.1	99.1	-12.1	9.9	-5.4
COC(=O)C1CCN(C(=O)COC(=O)c2n[nH]c3ccccc23)CC1	-2.3	-0.9	5.1	1.8	85.2	.	76.5	-10.9	-1.8	-12.2
Cc1c(NC(=S)N/N=C/c2ccc(N(C)C)cc2)c(=O)n(-c2ccccc2)n1C	0.8	.	5.2	1.1	96.3	3.4	86.3	-11.4	11.1	-4.8
O=C(CN1C(=O)c2ccccc2C1=O)N1CCN(c2ccccn2)CC1	-2.9	0.7	0.4	3.3	87.1	-2.4	92.9	-26.2	6.0	-5.1
C=CCn1c(SCC(=O)Nc2ccccc2CC)nnc1-c1ccncc1	-3.4	5.7	5.8	1.2	99.3	-1.0	87.3	-15.8	-0.7	-5.8
CNS(=O)(=O)c1cc(OCC(N)=O)c(C)cc1Cl	-0.9	-12.1	8.6	3.9	94.9	-2.3	90.8	-49.3	-8.0	4.2
CCCCOc1ccc(C)cc1CN(CCO)CCO	-1.1	7.3	9.6	3.6	95.3	1.3	96.3	-36.8	0.2	-5.7
N#C/C(C(N)=O)=c1/ccc2c(c1)N1C3=C(CCCC3)CC3CCCCC31N=2 (stereo not given)	-2.4	21.3	11.1	-13.3	8.7	5.0	10.3	-18.9	-4.6	37.0*
CCCc1cc(=O)[nH]c(SCc2cc(=O)oc3cc(C)c(C(C)C)cc23)n1	-1.3	15.1	3.8	4.9	94.4	-3.9	81.8	-15.1	-3.9	-1.0
CC(C)(C)c1cc(C(=O)O)n[nH]1	1.1	3.5	3.3	0.5	90.4	0.5	87.8	-34.5	-2.8	-7.0
COc1ccc(CNC(=O)c2cc(-c3ccccc3O)n[nH]2)cc1	-2.9	5.0	2.8	3.9	98.9	-1.3	90.3	-16.1	-8.2	-7.6
CCOC(=O)c1cnc2ccc(F)cc2c1Nc1ccc2c(c1)OCCO2	-1.6	-4.6	12.5	11.5	85.0	-8.1	89.4	-5.7	-7.9	-2.3
Cc1cc(C)n2nc(S(=O)(=O)N(C)c3ccccc3)nc2n1	-0.7	.	2.1	0.6	90.1	-0.4	103.0	10.7	1.6	-12.8
CCOC(=O)C1CCN(Cc2ccc(F)c(Br)c2)CC1	-1.6	-33.5	7.1	0.6	96.9	.	87.6	-10.9	5.1	-7.3
